# From PubChem
# AMA1 RON2 block – AMA1-RON2 (P. falciparum) interaction inhibition; AlphaScreen AMA1-biotinylated RON2 peptide binding; Potency, µM (top dose mostly 58.2 µM), for inactives: top-dose activity change, negative = inhibition, hits mostly inhibitors; hit rate 0.2% among 360,000; AID 720542;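 further: 0% = vehicle wells and -100% = peptide control; nearly all actives have a fitted effect of over 45% in size; some results filed as inactive show a strong effect at the top dose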
#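 AMA1 (3D7) with his tag at 25 nM final met compounds first, then biotinylated RON2 peptide at 25 nM; detection used donor plus acceptor beads, 10 µg/mL apiece, read by AlphaScreen after 30 min at room temperature.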
# TbPYK inhibitor – T. brucei pyruvate kinase inhibition; Q57TT1; TbPYK enzyme, Kinase-Glo Plus ATP luminescence, 45 min; Potency, µM (doses to about 76.8 µM), inactives show at the top dose activity, negative = inhibition, most hits filed as inhibitors; hit rate 0.12% among 410,000; further: nearly all actives have a fitted effect of over 50% in size
#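 Glycolytic pyruvate kinase of T. brucei was incubated with substrate, test compound and 130 uM ADP for 45 minutes at room temperature. Luminescent Kinase-Glo Plus signal was measured after 10 minutes.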
# * hit, by the source's call; ? = inconclusive; & = joins results of further samples; [ ] = dose if it differs, or a comment. The call rests on the fitted dose curve; in most records, active means well fitted curve in the direction sought with a large enough effect; inconclusive means small, poorly fitted or top-dose-only effect, or another doubt; inactive means no such curve, though single readings can be large; an effect the other way counts as inactive or inconclusive. Unless noted, on the % scale 0 is the no-effect control and ±100 the full control effect; potency means the concentration at half of the fitted maximal effect. The list is partial. The share of hits here may be higher or lower than overall.
# Sample of the layout:
# Fields: AMA1 RON2 block	TbPYK inhibitor
> CCNc1nc(NC(C)(C)C)nc(SC)n1
    -10%	6%
> Cc1ccc([C@@H]2CC(=O)[C@@H]3CN(S(=O)(=O)c4ccc(C)cc4)[C@H](c4ccccc4F)C[C@@H]3N2S(=O)(=O)c2ccc(Cl)cc2)cc1
    0%	4%
> C[C@@H]1CN([C@H](C)CO)C(=O)CCCn2cc(nn2)CO[C@H]1CN(C)C(=O)Nc1cccc2ccccc12
    19%	5%

# The whole of this part, from the start:
# Fields: AMA1 RON2 block	TbPYK inhibitor
> CCNc1nc(NC(C)(C)C)nc(SC)n1
    -10%	6%
> Cc1ccc([C@@H]2CC(=O)[C@@H]3CN(S(=O)(=O)c4ccc(C)cc4)[C@H](c4ccccc4F)C[C@@H]3N2S(=O)(=O)c2ccc(Cl)cc2)cc1
    0%	4%
> C[C@@H]1CN([C@H](C)CO)C(=O)CCCn2cc(nn2)CO[C@H]1CN(C)C(=O)Nc1cccc2ccccc12
    19%	5%
> Cc1ccn2c(NC3CCCCC3)c(-c3cccc(SC4CCCCC4)c3)nc2c1
    -6%&-4%	-10%&-3%
> CN1CCN(C(=O)COc2ccc(S(=O)(=O)Nc3ccc(Cl)cc3)cc2)CC1
    -3%	4%
> CSCCC(NC=O)C(=O)NC(C)C(=O)O (stereo not given)
    21%	-2%
> COc1ccc(C(=O)Nc2c(N)nc[nH]c2=O)cc1
    -1%	-2%
> CC1CCCC(C)N1C(=O)COc1cccc(Oc2ccccc2)c1 (stereo not given)
    2%	3%
> COC(=O)c1ccccc1NC(=O)Cn1cnc2c(cnn2-c2ccc(C)c(C)c2)c1=O
    -3%	-5%
> CC(C)(C)Cc1c(-c2cccc(Br)c2)nc2ccc(Cl)cn12
    -10%	-18%
> COc1ccccc1N(C(C)=O)C1=C(Cl)C(=O)c2ccccc2C1=O
    13µM*	?
> C=CCN1C(c2cccc(C(F)(F)F)c2)=CS/C1=C(\C#N)c1nnc(N2CCOCC2)n1-c1ccccc1
    0%	9%
> NC(Cc1ccc(O)cc1)C(=O)NN=Cc1ccc(N(CCCl)CCCl)cc1 (stereo not given)
    44%[activator]	10%
> CC(C)C[C@H]1CN([C@@H](CC(C)C)CN2CCCC2CN2C(=S)NC[C@@H]2Cc2ccc(O)cc2)C(=S)N1CCc1ccccc1 (stereo not given in full)
    18%	-5%
> CC(C)(C)CC(C)(C)Nc1c(-c2ccc(O)cc2)nc2cnccn12
    7%	3%
> CC1(C(=O)Nc2ccc(F)c(Cl)c2)Cc2c(-c3cccc(C(N)=O)c3)ccnc2O1 (stereo not given)
    -4%	5%
> Cc1ccccc1Cn1c(=O)c2c(nc3n2CCN3Cc2ccco2)n(C)c1=O
    -7%	4%
> Cc1c(C(=O)NCc2ccccc2C(F)(F)F)sc(=O)n1Cc1ccc(S(=O)(=O)N(C)C)cc1
    2%	-7%
> O=C(c1ccco1)N(Cc1cccnc1)C(c1ccccc1)c1nc2ccccc2[nH]1 (stereo not given)
    13%	2%
> COc1ccc(CNC(=O)COC(=O)c2cc(C)oc2C)cc1
    -7%	3%

# Full records, looked up by structure.
# Results for CC(C)(C)CC(C)(C)Nc1c(-c2ccc(O)cc2)nc2cnccn12 → AMA1 RON2 block = 7%; TbPYK inhibitor = 3%
# Results for C=CCN1C(c2cccc(C(F)(F)F)c2)=CS/C1=C(\C#N)c1nnc(N2CCOCC2)n1-c1ccccc1 → AMA1 RON2 block = 0%; TbPYK inhibitor = 9%

# Later entries.
# Fields: AMA1 RON2 block	TbPYK inhibitor
> CC(=NOC(=O)c1ccc(Cl)cc1)c1nccs1
    8%	-8%
> CC(=O)C1CCC2C(CCC3=CC(=O)CCC32)C1 (stereo not given)
    -2%	4%
> CCCS(=O)(=O)NC(=O)C1(C)CCN(C(=O)COc2ccc(Cl)cc2Cl)C1 (stereo not given)
    -2%	-3%
> Nc1ncnc(N)c1NC(=O)c1ccc(OCc2ccccc2)cc1
    -7%	0%
> COC(=O)[C@]12CCCCC=C1N(CCC1=CCCCC1)C(=O)[C@H](CC(=O)N1CCCC1)C2
    16%	-1%
> O=c1[nH]c(=S)[nH]cc1Oc1ccc(Cl)cc1
    54%[activator]	-3%
> COc1ccc(CCNC(=O)COC(=O)c2cc3ccccc3oc2=O)cc1OC
    -10%	-1%
> c1csc(-c2ccc3nncn3c2)c1
    -16%	-1%
> COCCN(CCOC)S(=O)(=O)NC[C@H]1O[C@@H](n2cnc3c(N)ncnc32)[C@H](O)[C@@H]1O
    9%	-2%
> COC(=O)[C@]12CCCCC=C1N(Cc1ccccc1)C(=O)[C@H](CC(=O)N1CCC(c3ccccc3)CC1)C2
    -10%	2%
> Cc1nnc(Cc2ccccc2)c2n[nH]c(C)c12
    9%	-5%
> CC1(C)CC(=O)C=C(c2ccccc2-c2ccc(S(C)(=O)=O)cc2)C1=O
    -14%	-1%
> CCCNC(=O)c1cc(C2CCCN(S(=O)(=O)c3ccccc3)C2)on1 (stereo not given)
    3%	0%
> O=C(Nc1ccc2c(c1)OCCO2)C(CCc1ccccc1)N1CCN(C/C=C/c2ccccc2)CC1 (stereo not given)
    ?	1%
> CCCCNC(=O)C1(C)CCN1C(=O)c1ccc(F)c(C)c1 (stereo not given)
    0%	-7%
> O=C(c1ccc(S(=O)(=O)N2CCCCCC2)cc1)N1CCN(c2ccccc2F)CC1
    3%	-7%
> CCOC(=O)[C@@H]1[C@H]2COc3ccccc3[C@H]2N2C(=O)N(c3cccc(C)c3)C(=O)[C@]12C
    1%	4%
> Cc1ccc(C)c(SCC(=O)N(C)C2CCS(=O)(=O)C2)c1 (stereo not given)
    -1%	1%
> NS(=O)(=O)c1ccc(NCc2cnc3ccccc3n2)cc1
    18%	7%
> COc1ccc(-c2cc(NC=O)c3ncc(-c4cccc(C(=O)NCCN(C)C)c4)n3c2)cc1
    8%	-7%

# Fields: AMA1 RON2 block	TbPYK inhibitor
> O=c1cc(-c2ccccc2)oc2cc(O)c(O)c(O)c12
    -17%	?
> C[C@]12c3[nH]c4ccc(Cl)cc4c3CCN1C(=O)[C@@H](CC(=O)NCCCn1ccnc1)C[C@@H]2C(=O)N1CCCCC1
    -10%	2%
> Cn1cc(-c2cnc3c(NC=O)cc(-c4cccc(C(F)(F)F)c4)cn23)cn1
    45%[activator]	0%
> C[C@@H]1CN([C@H](C)CO)S(=O)(=O)c2ccc(Br)cc2O[C@@H]1CN(C)C(=O)CN1CCOCC1
    -5%	-12%
> COc1ccccc1NS(=O)(=O)c1cccc(C(=O)N/N=C(/C)c2ccc(-n3ccnc3)cc2)c1
    39%[activator]	-19%
> C[C@H]1CN([C@@H](C)CO)C(=O)CCCn2nncc2CO[C@H]1CN(C)S(=O)(=O)c1cccs1
    7%	10%
> CCOC(=O)CN(c1sc(C)c(C)c1C(=O)OCC)S(=O)(=O)c1ccc(C)cc1
    -2%	-4%
> CCOC(=O)N1C(=O)C[C@](Sc2ccc(C)cc2)(C(=O)OC)[C@H]1c1ccccc1
    -9%	-2%
> CC(=O)NC(CC(C)C)C(=O)O (stereo not given)
    -5%	-7%
> CCN1C(=O)CSC1=Nc1ccc(C(=O)OC)cc1
    -8%	-10%
> COc1ccc(S(=O)(=O)N2CCOCC2)cc1NC(=O)COc1ccc2c(C)cc(=O)oc2c1
    -7%	2%
> COc1cccc(CN2CC(C(=O)NCCc3cn4cccnc4n3)CCC2=O)c1 (stereo not given)
    -8%	3%
> CCC1CCC/C1=N\NC(=O)c1ccccc1Cl (stereo not given)
    14%	2%
> C[N+](C)(C)CCN1C(=O)c2ccccc2C1=O
    1%	0%
> CN1OC[C@@H]2CN(C(=O)CCc3ccccc3)[C@H](c3ccc(-n4ccnc4)cc3)C[C@@H]21
    0%	6%
> CC1CCC(NC(=O)CSc2nncn2C)CC1 (stereo not given)
    9%	-1%
> O=C(C[C@@H]1C/C=C\C[C@H](Cc2ccc(F)cc2)C(=O)OCCNC1=O)N[C@H](CO)Cc1ccccc1
    2%	-3%
> Cc1ccc(C(=O)OCC(=O)Nc2cccc(Br)c2)s1
    8%	-2%
> COc1ccc(C(=O)NCCCC2CCCC2)cc1OC1CCN(C(C)C)CC1
    10%	0%
> CNC[C@H]1Oc2c(NC(=O)C3CCCCC3)cccc2C(=O)N([C@H](C)CO)C[C@@H]1C
    6%	5%

# Fields: AMA1 RON2 block	TbPYK inhibitor
> COC(=O)[C@]12CCCCC=C1N(Cc1ccccc1)C(=O)[C@H](CC(=O)NCC13CC4CC(CC(C4)C1)C3)C2
    -6%	2%
> CC1Cc2[nH]c(=S)[nH]c(=O)c2C(c2ccc(F)cc2)O1 (stereo not given)
    44%[activator]	-15%
> COc1cc2c(cc1OC)CN(C(=O)CCNC(=O)c1ccccc1Cl)CC2
    -3%	5%
> N#Cc1ccc(CN2CCN(C(=O)C3CC(=O)N(c4ccccc4F)C3)CC2)cc1 (stereo not given)
    -3%	0%
> O=C(COc1ccc(F)cc1)N/N=C/c1cccc2cccnc12
    14%	-8%
> COc1ccccc1N1CCN(C(=O)[C@@H]2CCCN2C2=NS(=O)(=O)c3ccccc32)CC1
    11%	2%
> O=C(CCC1CCCN(C(=O)c2cc3ccccc3o2)C1)NCc1ccc(F)c(F)c1 (stereo not given)
    -5%	-2%
> Cc1ccn(CC(=O)N2CCCC(N3CCN(c4cccc(C(F)(F)F)c4)CC3)C2)n1 (stereo not given)
    0%	-2%
> c1ccc(Cc2nc3ccccc3s2)cc1
    8%	?
> Cc1ncc(CO)n1Cc1ccc(Cl)cc1
    0%	-6%
> C#CCN(C[C@@H]1[C@@H](OC(=O)NCC2CCCCC2)[C@@H](OC(=O)NCC2CCCCC2)Cn2c(=O)ccc(=O)n21)S(=O)(=O)c1ccc(C)cc1
    0%	6%
> CC[C@@H](C)[C@@H]1CN([C@@H](CN2CCC[C@H]2CN2C(N)=NC[C@H]2CC(C)C)C(C)C)C(=N)N1CCc1ccc(Cl)c(Cl)c1
    -7%	-4%
> O=C(c1ccc2ccccc2n1)N1CCN(S(=O)(=O)c2ccccc2)CC1
    76%[activator]	-10%
> CN(C)CCNc1ncnc2c1ncn2[C@H]1CN(Cc2ccc3c(c2)OCO3)C[C@@H](CO)O1
    5%	-3%
> CC1=CC(C)CC(C)OC(=O)CC(c2ccc(O)cc2)NC(=O)C(Cc2c(Br)[nH]c3ccccc23)N(C)C(=O)C(C)NC(=O)C(C)C1 (stereo not given)
    12%	-3%
> CC(C)NC(=O)c1cc(C2CCCCN2C(=O)CCCc2ccccc2)on1 (stereo not given)
    -1%	-1%
> CC(O)(c1ccc(F)c(F)c1)c1nc(-c2cccc(F)c2)cs1 (stereo not given)
    41%[activator]	0%
> CCCCC[C@@H]1[C@@H]2C(=C(OCC)C[C@@H]3C(=O)N(c4ccccc4)C(=O)[C@H]23)[C@H](c2ccccc2)N1S(=O)(=O)c1ccc(C)cc1
    0%	9%
> COc1ccc(C2=Nc3ccccc3NC(=O)C2N(C(=O)c2cnc(C)cn2)c2ccc(N3CCOCC3)cc2)cc1 (stereo not given)
    17%	0%
> COC(=O)C(CC(C)C)N(Cc1cc(OC)cc(OC)c1)S(=O)(=O)c1ccccc1Br (stereo not given)
    -3%	-2%

# Fields: AMA1 RON2 block	TbPYK inhibitor
> C[C@H](NC(=O)c1ncn2c1C(=O)N(C)CC2)C(=O)OC(C)(C)C
    0%	5%
> COc1cc(NC(C)CCCN)c2nc(C)ccc2c1Oc1ccc(F)cc1 (stereo not given)
    88%[activator]	-10%
> O=C(NN=Cc1ccc2c(c1)OCO2)C1CC1
    24%	-2%
> CN1CCN(S(=O)(=O)c2ccc(NC(=O)c3ccc([N+](=O)[O-])cc3)cc2)CC1
    -1%	-5%
> CCc1cc(-c2nnn(CCC3COCCO3)c2CC)ccc1-c1cn(Cc2ccccc2)nn1 (stereo not given)
    -7%	1%
> CN(C)CCN(C)C1CN(Cc2ccccc2)S(=O)(=O)C1 (stereo not given)
    20%	1%
> CC1(c2nnc(Cc3ccccc3)o2)CC(c2ccc(Cl)cc2)=NO1 (stereo not given)
    46%[activator]	1%
> O=C(C1CCN(S(=O)(=O)c2c(Cl)cccc2Cl)CC1)N1CCCC1
    -26%	4%
> O=C(O)c1cscc1Cc1cccs1
    30%	2%
> CCOCCOc1cc(NCc2ccccc2)c2ncn(C(C)C)c2c1
    -62%	25%
> COc1cc(OC)cc(C2=Cc3ccccc3C(CC(C)=O)N2c2ccc(C#CCCO)cc2)c1 (stereo not given)
    -2%	-5%
> COc1cccc(NC(=O)CN(C)C(=O)c2ccccn2)c1
    12%	0%

# A section taken from the entries so far, as a working copy:
# Fields: AMA1 RON2 block	TbPYK inhibitor
> CCOCCOc1cc(NCc2ccccc2)c2ncn(C(C)C)c2c1
    -62%	25%
> COc1cc(OC)cc(C2=Cc3ccccc3C(CC(C)=O)N2c2ccc(C#CCCO)cc2)c1 (stereo not given)
    -2%	-5%
> COc1cccc(NC(=O)CN(C)C(=O)c2ccccn2)c1
    12%	0%
